NCI-60 one-dose screen, 48 h, at 10 µM unless noted. Numbers give growth in % (100 = growth as untreated, 0 = no growth, -100 = all killed).
SF-295 – SF-295 CNS cancer cells; AID 1794758; 79,000 tested, 5.6% active
786-0 – 786-0 renal cancer cells | 81,000 tested, 5.1% active
SF-539 – SF-539 CNS cancer. 81,000 tested, 6.8% active. AID 1794752
U251 – U251 CNS tumor cells; 80,000 tested, 5.4% active; AID 1794753
DU-145 – DU-145 prostate cancer. AID 1794760. 81,000 tested, 4.2% active
SF-268 – SF-268 CNS cancer cells; 82,000 tested, 3.1% active; AID 1794759
SN12C – SN12C renal cancer cells; 81,000 tested, 3.8% active; AID 1794767
PC-3 – PC-3 prostate cancer cells | 80,000 tested, 3.9% active
UO-31 – UO-31 renal cancer. 81,000 tested, 5.2% active. AID 1794768
Active calls of the source: *; · = not tested or not shown; & = joins results of further samples. Rule for the calls: active = growth percent below 10; inactive = the rest.

SMILES	SF-295	786-0	SF-539	U251	DU-145	SF-268	SN12C	PC-3	UO-31
COC(=O)C1=C(C)NC(C)=C(C(=O)OC(C)C)C1c1cccc(C#N)c1 (stereo unspecified)	106	102	102	101	105	99	95	83	94
CC1(C)C2CC=C(C3OC45CCCCC4C(C#N)(C(=N)O5)C3(C#N)C#N)C1C2 (stereo unspecified)	105	100	111	100	110	104	96	78	94
COc1ccc(Cc2cc(-c3ccccc3)nn(CC(=O)c3ccccc3)c2=O)cc1OC	97	81	103	80	111	102	86	84	86
CC(=O)N1C(=O)c2ccccc2C1=O	105	106	105	106	106	105	103	98	89
COc1cc(-c2cc(OC)c(O)c(OC)c2)cc(OC)c1O	96	97	97	104	111	94	92	88	80
ClC/C=C/CSc1ncnc2c1ncn2C/C=C/CCl	99&92	100&102	98&105	79&95	96&111	85&116	94&97	83&96	87&91
Oc1ccc(CSc2nnc(-c3ccncc3)n2-c2ccccc2)c2cccnc12	4.6*	29	21	16	28	23	11	19	9.1*
COC(=O)c1c(NC(=O)CN2CCc3cc(OC)c(OC)cc3C2)sc2c1CCC2	81	75	84	94	88	110	90	81	88
O=C(CCNC(=O)c1nc(-c2ccccc2)n(-c2ccc(Cl)cc2)n1)NO	99	96	85	96	102	94	103	90	88
N#Cc1c(-c2cn(-c3ccccc3)nc2-c2ccc(OCc3ccccc3)cc2)cc(-c2ccc(Cl)cc2)oc1=N	98	96	104	93	96	93	95	92	78
O=c1ssc(Cl)c1-c1ccccc1	102	107	91	104	113	134	94	79	75
NC1(C(=O)O)CSSC1	34	107	97	15	79	101	40	79	58
CS(=O)(=O)c1ccc(-c2nc3ccccn3c2/C=N/Nc2ccc(Cl)cc2)cc1	96	95	100	103	100	99	101	94	82
O=C(Nc1ccc2c(ccn2C(=O)c2cccc(F)c2)c1)c1ccnc([N+](=O)[O-])c1	95	91	98	105	111	104	113	97	96
c1ccc2c(-c3cc(-c4cc(-c5cccc6ccccc56)on4)no3)cccc2c1	98	102	102	102	111	115	98	113	80
Cn1cc(-c2noc(-c3cn(C)c4ncc(F)cc34)n2)c2ccccc21	50	34	75	31	79	71	34	72	62
Cc1cccc(-c2nc(C(=O)O)c3cccc(F)c3n2)c1	101	100	103	105	110	98	107	112	90
CC1(C)CC[C@]23CC[C@]4(C)[C@H](CC[C@@H]5[C@@]6(C)CC[C@H](NCO)C(C)(C)[C@@H]6CC[C@]54C)[C@H]2[C@H]1OC3	60	64	69	1.3*	15	77	43	75	74
Cc1cc(=O)[nH]c2c1sc(=O)n2CCC(=O)Nc1ccccc1	102	106	99	·	101	94	91	91	67
Cn1c(=O)[nH]c(=O)c2nc(/C=C(\O)c3cc4ccccc4s3)c(=O)[nH]c21	104	106	95	97	112	98	99	·	79
COc1c(-c2cc(-c3ccc(C)o3)[nH]c(=O)n2)c(O)cc2occc12	78	94	70	63	78	70	64	69	71
O=C1OCCN1CCCl	62	97	97	86	112	105	103	93	94
O=[N+]([O-])c1ccccc1NC1CCN(Cc2ccccc2)CC1	95	108	100	102	115	·	111	87	86
Cc1onc(-c2ccccc2)c1NC(=O)OC(C)c1cccnc1 (stereo unspecified)	102	100	107	103	106	100	101	103	81
COc1cc2c(-c3nc4cc(Cl)c(F)cc4s3)cc(=O)oc2c(C)c1OC	-82*	-70*	-89*	-92*	-85*	-63*	-74*	19	-94*
Cn1c(N)cc(=O)n(C)c1=S	93	102	99	104	114	110	101	94	85
O=C(CC(=O)c1cccs1)c1ccncc1	112	110	104	103	104	99	109	94	95
OCCN1CCNC1=S	101	87	100	97	104	105	98	96	97
COc1ccc(-c2cc(-c3nc4ccc(F)cc4[nH]3)[nH]n2)cc1	·	77	64	60	67	88	73	44	71
COc1ccccc1/C=C/C(=O)c1nnn(-c2ccc(C(=O)O)cc2)c1C	100	93	91	86	80	87	84	93	88
CCCCNC(=O)NS(=O)(=O)c1ccc(N2N=C(c3cc(C)ccc3C)CC2c2cc(OC)c(OC)c(OC)c2)cc1 (stereo unspecified)	8.5*	48	·	51	89	66	74	37	32
CCCC(O)c1ccccc1C (stereo unspecified)	100	107	108	94	102	98	108	103	87
CCOC(=O)c1noc2c1CCc1cn(Cc3cc(OC)cc(OC)c3)cc1-2	95	101	99	110	104	97	107	93	84
O=C(/C=C1\C(=O)N(Cc2ccc([N+](=O)[O-])cc2)c2ccccc21)c1ccc(OCCN2CCCC2)cc1	96	70	68	85	43	77	37	77	41
CC(C)CCCCCCCOC(OCCCCCCCC(C)C)OCCCCCCCC(C)C	·	95	100	99	106	100	99	95	84
COc1cccc(-c2nc(-c3ccc(NC(=O)OC(C)C)cc3)[nH]c2-c2ccnc(Br)c2)c1	-36*	0.5*	10	33	36	41	31	18	9.0*

Whole records from above. Values in the order: SF-295, 786-0, SF-539, U251, DU-145, SF-268, SN12C, PC-3, UO-31
COc1ccc(Cc2cc(-c3ccccc3)nn(CC(=O)c3ccccc3)c2=O)cc1OC across the screens: 97, 81, 103, 80, 111, 102, 86, 84, 86
CCCCNC(=O)NS(=O)(=O)c1ccc(N2N=C(c3cc(C)ccc3C)CC2c2cc(OC)c(OC)c(OC)c2)cc1 (stereo unspecified) across the screens: 8.5*, 48, ·, 51, 89, 66, 74, 37, 32

(continued)
SMILES	SF-295	786-0	SF-539	U251	DU-145	SF-268	SN12C	PC-3	UO-31
CCOC(=O)CC(C#N)C(=O)OCC (stereo unspecified)	103	96	100	96	108	107	100	89	89
CC(=O)OCCC/C(=C/c1cc2ccccc2c2ccccc12)[N+](=O)[O-]	7.7*	-89*	-100*	-95*	-100*	-90*	-89*	·	-97*
Cc1ccc(OCC(O)COc2ccc(C)cc2)cc1	190	96	87	92	106	96	78	87	80
C/C=C/c1ccc(OC)cc1	106	103	115	100	108	109	107	97	91
CC1CN(CC(O)c2ccccc2)CC(C)O1 (stereo unspecified)	99	106	103	95	·	99	101	89	91
Cc1ccc(Nc2nc(N)nc(C)c2Br)cc1	101	102	102	98	108	99	96	96	90
O=c1[nH]c(N2CCOCC2)nc2scc(-c3ccccc3)c12	96	95	94	69	107	89	107	95	83
Cc1ccc(S(=O)(=O)n2cc(C=C(C#N)C#N)c3ccccc32)cc1	107	96	96	89	112	101	108	87	93
C#CCn1c(-c2cccc(OCCCCl)c2)nc2c1c(=O)n(C)c(=O)n2C	87	86	86	91	65	67	85	26	50
CCOP(=O)(OCC)C(NC(=O)Cc1ccccc1)C(=O)N1CCC(O)CC1 (stereo unspecified)	102	102	101	100	108	98	99	100	81
O=C(c1ccccn1)c1ccccn1	·	103	87	108	118	113	98	97	82
O=C(Nc1ccc2c(c1)[nH]c(=O)c1ccccc12)C(F)(F)F	91	93	94	76	92	109	84	86	84
Clc1cc(Cl)c2c(c1)C=C1CCCC3=Cc4cc(Cl)cc(Cl)c4OC13O2	98	102	91	87	106	77	96	70	84
COc1ccc(/C=C(\c2cc(OC)c(OC)c(OC)c2)c2nnc(-c3ccc(C)cc3)o2)cc1	·	85	96	93	105	91	106	79	58
CSc1nc(=O)n(-c2ccc3c(c2)OCCO3)c(=O)n1Cc1ccc(C(C)(C)C)cc1	75	91	108	·	99	88	100	89	70
OCc1cn(-c2ccc(Cl)cc2)nc1-c1ccc(O)cc1	100	93	93	106	97	79	94	96	64
CCOC(=O)/C=C/c1c(C)[nH]c(=O)[nH]c1=O	76	114	99	81	21	96	95	81	102
Cc1cc(N/N=C/c2nc(-c3ccc(Br)cc3)oc2C)c2cc(Br)ccc2n1	97	29	89	-9.5*	35	75	27	77	59
COC(=O)Cc1ccc(Br)cc1	101	103	·	103	122	102	88	94	103
Cc1[nH]c(C(=O)Nc2ccc(C(=O)N3CCNCC3)cc2OC(C)C)c(Cl)c1Cl	107	78	81	36	68	74	80	72	48
Cn1c(/C=C(\C#N)c2ccc([N+](=O)[O-])cc2)nc2c(N3CCOCC3)nc(Cl)nc21	98	101	93	105	107	100	97	98	79
CC(C)c1ccc(C=O)cc1	116	116	102	112	116	103	101	88	99
C=CCC1(C(=O)OCC)CCCCC1=O (stereo unspecified)	·	112	98	97	107	114	103	96	87
CCC(C)N(c1ccc(Cl)cc1)c1nc(-c2ccc(Br)cc2)cs1 (stereo unspecified)	105	96	101	98	108	97	99	100	81
O=C(/C=C(/C=C/c1cc2ccccc2s1)OB(F)F)/C=C/c1cc2ccccc2s1	96	100	102	91	103	99	98	92	80
N=C(N)c1ccc(N=Nc2ccc(O)c3c2ccc[n+]3[O-])cc1	90	88	96	71	92	84	84	78	71
Cc1c(C2Nc3ccccc3C2C)[nH]c2ccccc12 (stereo unspecified)	20	69	50	·	81	65	83	44	46
CCOC(=O)c1cc(Cl)nc(Cl)c1	99	98	101	91	109	102	97	88	92
Cc1sc2ccc3ccccc3c2[n+]1C	213	99	100	100	115	128	103	67	74
C=CCN(CC=C)c1nc(N)nc(N)n1	117	108	96	105	109	94	99	93	86
Oc1c(Cl)cc(Cl)c2ccc(Cn3cc(-c4cc(F)cc(F)c4)nn3)nc12	100	96	66	96	59	97	79	85	68
N/C(=N\C(N)=N\c1nc2ccccc2s1)c1cscc1Br	101	111	97	103	108	101	87	78	65
COc1ccc(-c2nc3ccc(-c4nnc(SCc5ccccc5)o4)cc3[nH]2)cc1OC	55	-34*	-44*	0.3*	17	35	-2.4*	51	-8.6*
COc1ccc(-c2nnc(N3CCN(C(=O)CN4CCN(c5ccccc5)CC4)CC3)nc2-c2ccc(OC)cc2)cc1	-23*	34	47	37	58	53	7.8*	7.9*	27
Cn1cc(-c2ccc3[nH]c(=O)nc(-c4ccccc4)c3c2)cn1	99	88	98	88	100	90	86	94	65
COc1ccccc1OCCOc1ccccc1OC	107	105	102	93	99	101	105	99	90
O=C(c1ccccc1)C1OC1c1ccc([N+](=O)[O-])cc1 (stereo unspecified)	97	83	96	65	68	79	77	63	136
ClCc1ccc(-c2ccc(Cn3cnc4nc(Cl)nc(Cl)c43)cc2)cc1	-62*	-14*	-45*	-70*	-50*	1.3*	-30*	-9.2*	·

In the list so far, these have a carbonyl joined to an NH by a bond outside any ring.
SMILES	SF-295	786-0	SF-539	U251	DU-145	SF-268	SN12C	PC-3	UO-31
COC(=O)c1c(NC(=O)CN2CCc3cc(OC)c(OC)cc3C2)sc2c1CCC2	81	75	84	94	88	110	90	81	88
O=C(CCNC(=O)c1nc(-c2ccccc2)n(-c2ccc(Cl)cc2)n1)NO	99	96	85	96	102	94	103	90	88
O=C(Nc1ccc2c(ccn2C(=O)c2cccc(F)c2)c1)c1ccnc([N+](=O)[O-])c1	95	91	98	105	111	104	113	97	96
Cc1cc(=O)[nH]c2c1sc(=O)n2CCC(=O)Nc1ccccc1	102	106	99	·	101	94	91	91	67
Cc1onc(-c2ccccc2)c1NC(=O)OC(C)c1cccnc1 (stereo unspecified)	102	100	107	103	106	100	101	103	81
CCCCNC(=O)NS(=O)(=O)c1ccc(N2N=C(c3cc(C)ccc3C)CC2c2cc(OC)c(OC)c(OC)c2)cc1 (stereo unspecified)	8.5*	48	·	51	89	66	74	37	32
COc1cccc(-c2nc(-c3ccc(NC(=O)OC(C)C)cc3)[nH]c2-c2ccnc(Br)c2)c1	-36*	0.5*	10	33	36	41	31	18	9.0*
CCOP(=O)(OCC)C(NC(=O)Cc1ccccc1)C(=O)N1CCC(O)CC1 (stereo unspecified)	102	102	101	100	108	98	99	100	81
O=C(Nc1ccc2c(c1)[nH]c(=O)c1ccccc12)C(F)(F)F	91	93	94	76	92	109	84	86	84
Cc1[nH]c(C(=O)Nc2ccc(C(=O)N3CCNCC3)cc2OC(C)C)c(Cl)c1Cl	107	78	81	36	68	74	80	72	48
